Screening data: PubChem, National Center for Advancing Translational Sciences (NCATS)
PI5P4Ka inh: PI5P4K alpha (human) kinase inhibition; hit rate 1.2% among 330,000; AID 652105; max response, %; PI5P4Kalpha enzyme, ADP-Glo luminescence, 60 min; hits give low values; active means max response of -50% or lower; inconclusive means between -30% and -50%; inactive means -30% or higher; further: value at the top dose of about 77 µM; on the % scale 0 is the no-effect control and ±100 the full control effect
Target sequence (P48426 whole entry, looked up): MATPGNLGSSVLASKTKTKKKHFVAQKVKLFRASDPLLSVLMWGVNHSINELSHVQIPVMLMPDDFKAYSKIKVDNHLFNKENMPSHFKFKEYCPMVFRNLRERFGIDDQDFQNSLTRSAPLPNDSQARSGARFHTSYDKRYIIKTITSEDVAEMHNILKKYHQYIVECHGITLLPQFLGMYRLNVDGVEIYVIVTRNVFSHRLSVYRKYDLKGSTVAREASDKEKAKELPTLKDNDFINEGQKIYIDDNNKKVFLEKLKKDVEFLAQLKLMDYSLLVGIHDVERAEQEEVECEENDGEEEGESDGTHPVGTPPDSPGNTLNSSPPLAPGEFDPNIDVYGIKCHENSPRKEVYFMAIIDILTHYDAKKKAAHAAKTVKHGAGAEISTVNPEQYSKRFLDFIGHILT
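Enzyme plus substrate dispensed, test compounds pinned in, then ATP (5 microM final) added. After 60 min at RT, ADP-Glo reagent 1 for 45 min and reagent 2 for 30 min preceded luminescence imaging.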
IL2 activator: activates IL-2 in a cell-based reporter assay; IL-2 activation reporter assay, cell-based qHTS; stimulated with anti-CD3/CD4/CD28 beads; in transgenic mouse T cells; activation, % (series mostly up to about 46 µM); hit rate 0.065% among 360,000; AID 652025; in the data active means activation above about 50%; inconclusive means mostly about 30% to 49%; further: 0% is about no effect
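Quantitative HTS in unstimulated transgenic mouse T cells, with memory T cells as non-tolerant control and PMA/ionomycin as tolerance-bypass control. Compound pretreatment lasted 60 minutes before 18 h bead stimulation; EGFP/DsRed fluorescence read.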
EPAC1 antagonist: antagonists of human EPAC1. Potency, µM (titrated, usually from 115 µM), without a hit: at the top dose activity change, negative = inhibition, usual class: inhibitors. O95398. hit rate 0.14% among 360,000. EPAC1 GEF assay, Rap1b-BODIPY-GDP exchange fluorescence;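 further: potency means the concentration at half of the fitted maximal effect; plate controls were vehicle for no effect and positive control for full effect; nearly all actives have a fitted effect of over 50% in size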
PLK1 PBD block: inhibitors of human PLK1 polo-box domain binding; P53350; Plk1 PBD binding of FITC phosphopeptide, fluorescence polarization; Potency, µM, for inactives: max response, negative = inhibition, usual class: inhibitors; hit rate 2.8% among 360,000; AID 720504; further: potency means the concentration at half of the fitted maximal effect; series mostly up to about 57 µM; on the % scale 0 is the no-effect control and ±100 the full control effect; nearly all actives have a fitted effect of over 65% in size
Target sequence (P53350 whole entry, looked up, the tested form may be a part): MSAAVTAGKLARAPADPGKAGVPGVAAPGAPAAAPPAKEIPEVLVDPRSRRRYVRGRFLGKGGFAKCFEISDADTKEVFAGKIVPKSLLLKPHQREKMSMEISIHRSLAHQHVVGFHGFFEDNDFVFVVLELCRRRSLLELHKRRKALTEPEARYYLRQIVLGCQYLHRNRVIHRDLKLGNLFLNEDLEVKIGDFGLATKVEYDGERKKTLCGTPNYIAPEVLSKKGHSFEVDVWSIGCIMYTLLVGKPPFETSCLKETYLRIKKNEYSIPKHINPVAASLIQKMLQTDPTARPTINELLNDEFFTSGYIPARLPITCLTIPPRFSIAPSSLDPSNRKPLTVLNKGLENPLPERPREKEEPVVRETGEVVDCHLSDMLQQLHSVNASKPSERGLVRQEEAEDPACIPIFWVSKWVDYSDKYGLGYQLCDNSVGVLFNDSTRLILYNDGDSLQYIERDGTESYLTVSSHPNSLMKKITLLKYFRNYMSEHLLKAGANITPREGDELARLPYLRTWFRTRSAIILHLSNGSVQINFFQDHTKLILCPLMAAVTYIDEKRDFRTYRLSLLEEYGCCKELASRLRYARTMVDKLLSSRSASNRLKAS
Abeta rescue: compounds reversing amyloid beta toxicity in yeast; yeast expressing A-beta42, growth rescue, OD600, 48 h; response scale: 0% DMSO, 100% iron-clioquinol control; Potency, µM (series often up to 46.1 µM), for the others: at the top dose growth rescue, usual class: activators; hit rate 0.063% among 410,000; AID 1347071; further: potency means the concentration at half of the fitted maximal effect; nearly all actives have a fitted effect of over 55% in size
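Growth rescue measured by 600 nm absorbance after 48 h yeast culture at 30 C with compound. Values normalized between DMSO and an equimolar ferric chloride plus clioquinol control.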
EPAC1 ag: agonists of human EPAC1; EPAC1 agonist qHTS, biochemical assay; response scale: 100% = response to 6.5 mM cAMP; Potency, µM (series often up to 154 µM), without a hit: at the top dose activation, most hits filed as activators; hit rate 0.073% among 360,000; AID 720707; further: potency means the concentration at half of the fitted maximal effect; nearly all actives have a fitted effect of over 60% in size
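Normalized to 6.5 mM cAMP, activity reflects EPAC1-catalysed release of BODIPY-GDP from Rap1B, followed kinetically over 30 min at 480 nm excitation, 540 nm emission. Reaction contained 100 nM EPAC1, 250 nM Rap1B-BODIPY-GDP, 50 uM GDP.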
WRN inhibitor: blocks human WRN helicase; WRN helicase unwinding, fluorescent forked duplex, kinetic; Potency, µM (doses to about 114 µM), without a hit: top-dose activity change, negative = inhibition, actives largely listed as inhibitors; hit rate 0.46% among 360,000; further: potency means the concentration at half of the fitted maximal effect; on the % scale 0 is the no-effect control and ±100 the full control effect; nearly all actives have a fitted effect of over 55% in size
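WRN at 20 nM final was preincubated with compound for 15 min at room temperature; reaction started with 100 nM forked duplex oligonucleotide carrying fluorophore and quencher plus 2 mM ATP (final). Unwinding followed kinetically by red fluorescence (ex 525/em 598 nm).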
FUS suppressor: suppressors of FUS proteinopathy in yeast; S. cerevisiae FUS-expressing, growth rescue, OD600, 24 h; Potency, µM (doses to about 76.6 µM), inactives show top-dose growth rescue (activation), hits mostly activators; hit rate 0.24% among 390,000; AID 1347120;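 further: potency means the concentration at half of the fitted maximal effect; plate controls were DMSO vehicle for no effect and reference control for full effect; nearly all actives have a fitted effect of over 55% in size; some results filed as inactive show a strong effect at the top dose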
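Yeast FUS proteinopathy model; galactose-induced FUS (2%), starting OD 0.005. Cpds in dilution series, 24hr, 30C, 99% humidity. Abs 600 nm growth. Pos ctrl CP55940 (top 92uM final); neg ctrl DMSO.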
Starred values were filed as active, the others as inactive; ? = inconclusive; . = no result given; [ ] = remark or other dose. Unless noted, the call rests on the fitted dose curve; in most records, active means well fitted curve in the direction sought with a large enough effect; inconclusive means small, poorly fitted or top-dose-only effect, or another doubt; inactive means no such curve, though single readings can be large; an effect the other way counts as inactive or inconclusive.

Start of the data: the first 2 records (preview)
molecule,PI5P4Ka inh,IL2 activator,EPAC1 antagonist,PLK1 PBD block,Abeta rescue,EPAC1 ag,WRN inhibitor,FUS suppressor
COc1cc2c(c(OC)c1)C(=O)OC(C)CCCC(=O)CCCCC2 (configuration not stated),-2.5,2.5,-11.5%,0.5%,-3.9%,-0.1%,8.0%,4.4%
CNC(=O)O/N=C(\N)Cc1csc2ccccc12,1.0,0.7,-17.8%,0.9%,-27.6%,6.2%,-2.7%,-1.7%

The whole of this part (from the top)
molecule,PI5P4Ka inh,IL2 activator,EPAC1 antagonist,PLK1 PBD block,Abeta rescue,EPAC1 ag,WRN inhibitor,FUS suppressor
COc1cc2c(c(OC)c1)C(=O)OC(C)CCCC(=O)CCCCC2 (configuration not stated),-2.5,2.5,-11.5%,0.5%,-3.9%,-0.1%,8.0%,4.4%
CNC(=O)O/N=C(\N)Cc1csc2ccccc12,1.0,0.7,-17.8%,0.9%,-27.6%,6.2%,-2.7%,-1.7%
O=C(C(=C1N(Cc2ccc(Cl)nc2)CCN1Cc1ccc(Cl)nc1)[N+](=O)[O-])C(Cl)Cl,-2.7,-0.7,-18.2%,?,-10.6%,-1.8%,-1.3%,-6.9%
CNCCc1nc(N)n[nH]1,-7.3,-1.1,-22.3%,1.7%,9.0%,-6.8%,5.6%,13.3%
O=C(C1CC(=O)N(C2CCCC2)C1)N1CCC2(CC1)OCCO2 (configuration not stated),.,2.7,10.5%,-1.7%,6.2%,-1.6%,-33.1%,21.5%
CC1(C)N2CC3([N+](=O)[O-])CN1CC([N+](=O)[O-])(C2)C3,-3.3,0.6,-6.4%,-4.2%,13.7%,8.8%,-5.3%,-3.5%
CC(CC(C#N)(c1ccccc1)c1ccccc1)N1CCCCC1 (configuration not stated),3.3,-0.7,-6.4%,-6.4%,-3.3%,4.2%,-4.5%,18.4%
C=C1N2CCC(CC2)C1(O)c1ccc(C)cc1 (configuration not stated),.,0.5,-13.0%,-3.1%,-2.1%,10.9%,0.9%,21.6%
CCN1CCN(c2ccc([N+](=O)[O-])cc2C(=O)OC)CC1,-0.5,0.4,20.7%,-7.5%,-5.5%,-7.9%,-10.9%,17.2%
COc1ccc(CCn2c(O)c(C=NCCCN(C)C)c(=O)[nH]c2=O)cc1OC,.,-2.1,-1.6%,-2.4%,17.8%,-3.5%,9.6%,-3.3%
O=S1(=O)CC2(N3CCOCC3)CCCCC21 (configuration not stated),.,2.0,-1.0%,-4.4%,7.0%,0.6%,-0.9%,5.4%
CC1(C)CSC(=NCc2ccccc2)N1,0.9,2.4,-10.5%,-1.4%,-10.6%,-3.7%,0.1%,-0.4%
COc1cc(CN=C(C)c2c(O)n(C3CCCCC3)c(=O)[nH]c2=O)cc(OC)c1,1.2,-0.6,-23.4%,-3.2%,-0.6%,-1.7%,-0.1%,14.6%
CC1CCN(C(CC(=O)c2ccccc2)C(=O)c2ccccc2)CC1 (configuration not stated),?,-1.1,4.4%,?,-94.7%[inhibitor],16.4%,7.94µM*,2.4%
Cc1ccc(/C=C2/C(=O)NC(=O)N(CC3CCCO3)C2=O)s1 (configuration not stated),?,0.7,-6.5%,5.97µM*,8.5%,16.0%,-18.3%,8.7%
COc1cc(NS(=O)(=O)c2ccc(NC(=S)NC(=O)CC(C)C)cc2)nc(OC)n1,0.1,-2.7,22.0%,?,-16.8%,6.4%,-8.5%,?
C[C@]12CCC3C(CC[C@H]4C[C@H](N)CC[C@]34C)C1CC[C@H]2O (some centres not stated),-1.5,-0.5,-2.3%,1.8%,2.5%,-4.3%,-0.4%,-37.6%
CCOc1cc(C2C(C#N)=C(N)Oc3c2c(=O)oc2ccccc32)ccc1OC(=O)c1cccs1 (configuration not stated),-1.6,2.7,7.5%,5.8%,16.8%,-14.0%,2.7%,15.5%
CCC(COC(=O)NC)NC(=O)Oc1ccccc1 (configuration not stated),-3.6,3.0,-2.4%,-3.4%,5.7%,7.0%,0.6%,-22.8%
CCCCn1c(=O)c(C(=O)Nc2ccccc2F)c(O)c2ccccc21,-1.0,1.3,-4.4%,-1.9%,-0.1%,-0.4%,3.3%,-0.8%
O=C(N/N=C/c1c(O)n(CCc2ccccc2)c(=O)[nH]c1=O)c1ccccc1O,-74.7*,1.3,-5.8%,3.5%,-12.9%,-10.1%,-11.4%,8.5%
COc1ccc(-c2cc(=Nc3ccccc3)c3cc(C)ccc3o2)cc1,1.3,-2.3,-7.2%,2.2%,-26.8%,2.4%,-3.7%,-3.8%
COc1ccc(C2SCC(=O)Nc3c2c(=O)[nH]n3C2CCCCCC2)cc1OC (configuration not stated),.,-3.0,-2.4%,-7.4%,-6.7%,10.3%,-1.6%,29.5%
C=CCn1c(C)c(C=C2C(=O)NC(=O)NC2=O)c2ccccc21,-16.9,2.3,-5.1%,26.7µM*,-11.7%,-12.2%,3.7%,-8.7%
CC(=O)N[C@@H]1CC[C@@]2(O)[C@H]3Cc4ccc(O)c5c4[C@@]2(CCN3CC2CC2)[C@@H]1O5,1.7,0.0,-18.8%,-10.2%,-5.4%,-6.0%,8.8%,-30.7%
CN(C)c1c([N+](=O)[O-])cc(N2C(=O)C=CC2=O)cc1[N+](=O)[O-],-86.1*,0.0,-0.7%,2.99µM*,-93.5%[inhibitor],-25.7%,35.5µM*,-3.7%
C[C@]12CC[C@H](O)C[C@H]1CC[C@@H]1C2CC[C@]2(C)[C@@H](C3=CC(=O)OC3)[C@@H](O)C[C@]12O (some centres not stated),-0.7,0.3,3.1%,0.5%,-4.9%,-15.3%,1.3%,-27.3%
C/C=C/c1ccc2c(c1)OCO2,-0.2,-0.3,-22.3%,-6.9%,-13.1%,-1.3%,0.2%,-30.7%
Cc1ccc(N2C(=O)NC(=O)C(CCc3ccccn3)(Cc3cccc(Cl)c3Cl)C2=O)cc1 (configuration not stated),-2.4,-4.3,-17.2%,-11.5%,-4.1%,0.2%,8.8%,.
O=C(CN1CC(c2ccccc2)CC1=O)Nc1ccccc1 (configuration not stated),-1.7,-0.3,3.1%,-19.9%,2.3%,1.8%,0.9%,-20.3%
Cc1ccc(O)c(C(=O)c2cc(C(=O)NCCC(C)C)c(=O)n(CCC(C)C)c2)c1,7.0,-1.2,-14.8%,-25.8%,1.4%,4.0%,-3.8%,26.8%
CCC(C)n1c(O)c(/C=N/N2CCOCC2)c(=O)[nH]c1=S (configuration not stated),0.3,-2.2,11.9%,?,-12.0%,-4.4%,-1.2%,18.6%
Oc1cccc2nc3ccccc3nc12,-0.7,0.1,5.7%,-3.7%,5.1%,-17.5%,-1.4%,3.5%
O=C(CNC(=O)c1ccc(Br)cc1)Nc1ccc(Br)cc1C(=O)c1ccccc1,0.1,-3.3,-20.2%,-5.6%,8.6%,-9.4%,5.7%,-17.5%
O=[N+]([O-])c1ccc(N2CCCC2)c2ncccc12,-4.5,?,-11.6%,-9.5%,4.5%,10.2%,-0.8%,3.5%
COc1ccc(C(c2nnnn2C2CCCC2)N2CCC3(CC2)C(=O)NCN3c2ccccc2)cc1 (configuration not stated),4.9,-0.6,6.5%,-1.5%,-16.6%,-5.7%,0.2%,-11.2%
C/C(=N\NC(=O)c1ccccc1O)c1c(O)n(C2CCCCC2)c(=O)[nH]c1=O,-9.7,0.3,-25.5%,-5.1%,-3.2%,4.5%,-6.3%,1.4%
O=C(/C=C/c1ccc(Cl)cc1)NC(=S)N1C[C@H]2C[C@H](C1)c1cccc(=O)n1C2,4.3,-0.8,2.8%,-9.9%,5.3%,8.1%,-6.9%,-6.2%
O=C(NC1CCCCC1)Oc1cc2oc(=O)sc2cc1Cl,-22.4,0.2,4.5%,2.67µM*,-79.7%[inhibitor],0.8%,?,11.6%
O=C(Nc1ccc(Cl)cc1)Nc1nccs1,2.5,4.5,-24.0%,-3.1%,16.8%,0.4%,-1.0%,2.8%
COc1cc(N2CCOCC2)ccc1/C=C1\C(=O)NC(=O)N(Cc2ccc3c(c2)OCO3)C1=O,?,0.3,-13.9%,?,9.9%,3.0%,50.1µM*,24.0%
Fc1ccc(CCNCc2ccc(Br)cc2)cc1,0.9,-1.2,1.1%,-4.4%,-1.2%,-6.9%,-4.4%,33.6%
COCCNC(=O)Cn1cc(/C=C2\C(=O)NC(=O)N(c3cccc(C)c3C)C2=O)c2ccccc21,4.6,-4.2,-7.1%,3.77µM*,-8.0%,-4.8%,?,23.1%
O=C(Nc1nccs1)C(Cl)(Cl)Cl,-13.3,0.0,0.1%,-11.0%,-19.0%,1.7%,4.0%,38.0%
COc1ccccc1N1CCN(Cc2ccccc2F)CC1,3.2,0.1,10.1%,-0.4%,3.9%,6.3%,7.7%,10.5%
COC(=O)C1=C(c2c(C)noc2C)C[C@@H]2CC[C@H]1N2C(=O)NCCOc1ccc(OC)cc1,3.3,-0.5,1.7%,-6.9%,18.4%,-2.8%,-11.5%,1.8%
Oc1ccc2ccccc2c1CN1CC=C(c2ccccc2)CC1,-3.5,-0.5,7.0%,?,-10.7%,6.8%,-1.9%,-3.8%
CC(=O)N1CN(C(C)=O)CN(C(C)=O)C1,0.3,-2.3,-1.7%,?,3.8%,12.8%,0.0%,-13.5%
COc1ccc(CC2NCC(O)C2OC(C)=O)cc1 (configuration not stated),9.6,-4.1,-2.2%,-13.5%,-70.3%[inhibitor],6.0%,-9.5%,-23.3%
Cc1cc(C)cc(N2C(=O)NC(=O)/C(=C\c3cc(C)n(C)c3C)C2=O)c1,-4.8,-1.2,-25.9%,-16.1%,1.0%,12.0%,?,33.1%
CCOC(=O)c1c(/N=C/c2c(O)n(-c3ccc(F)cc3)c(=S)[nH]c2=O)sc2c1CCCC2,-3.1,17.1,-15.6%,-17.3%,-81.0%[inhibitor],3.1%,-12.5%,.
COc1cccc(C2CCN(CC(=O)Nc3cc(Cl)ccc3OC)CC2O)c1 (configuration not stated),6.4,-5.0,-3.9%,-2.9%,-13.9%,-0.6%,?,11.8%

This is a subset; rates above refer to the full screens.
